ALOX15 inhib: 15-hLO (ALOX15) enzyme inhibition; P16050; Potency, µM (doses to about 57.1 µM), for the others: top-dose activity change, negative = inhibition, usual class: inhibitors; 1.4% of 74,000 active; purified 15hLO-1, xylenol orange hydroperoxide absorbance; AID 887; further: potency means the concentration at half of the fitted maximal effect; on the % scale 0 is the no-effect control and ±100 the full control effect; nearly all actives have a fitted effect of over 55% in size
Target sequence (P16050 whole entry, looked up): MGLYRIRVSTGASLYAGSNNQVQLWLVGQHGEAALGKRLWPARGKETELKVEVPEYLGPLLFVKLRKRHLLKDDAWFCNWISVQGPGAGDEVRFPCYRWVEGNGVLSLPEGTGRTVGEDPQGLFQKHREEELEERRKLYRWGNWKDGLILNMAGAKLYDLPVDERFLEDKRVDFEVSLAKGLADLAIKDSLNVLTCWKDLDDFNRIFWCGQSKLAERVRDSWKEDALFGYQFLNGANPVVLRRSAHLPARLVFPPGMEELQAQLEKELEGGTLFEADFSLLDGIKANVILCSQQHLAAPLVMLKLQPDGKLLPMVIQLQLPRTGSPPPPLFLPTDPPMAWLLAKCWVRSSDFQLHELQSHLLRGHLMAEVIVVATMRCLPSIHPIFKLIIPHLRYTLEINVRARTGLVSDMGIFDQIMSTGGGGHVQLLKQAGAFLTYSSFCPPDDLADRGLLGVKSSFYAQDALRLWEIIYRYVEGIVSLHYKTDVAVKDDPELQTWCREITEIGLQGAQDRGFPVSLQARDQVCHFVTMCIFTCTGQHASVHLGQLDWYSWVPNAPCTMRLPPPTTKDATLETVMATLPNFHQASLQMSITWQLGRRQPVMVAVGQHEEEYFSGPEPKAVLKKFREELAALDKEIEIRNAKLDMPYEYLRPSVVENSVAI
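Purified human 15hLO-1 (40 nM final) in 25 mM Hepes pH 7.5, 0.01% Triton X-100 was preincubated with compound 15 min at room temperature, then reacted 6 min with 50 uM arachidonic acid; hydroperoxide detected by Fe-XO, 573/405 nm absorbance ratio.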
BRCT inh green: inhibitors of human BRCA1 BRCT-phosphoprotein interaction (green fluorophore) | BRCA1 BRCT-phosphopeptide binding, green fluorescence polarization | 0.05% of 75,000 active | Potency, µM (highest dose often 76.9 µM), inactives show at the highest dose activity change, negative = inhibition, most hits filed as inhibitors;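 further: potency means the concentration at half of the fitted maximal effect; plate controls were peptide without protein for full effect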
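Fluorescence polarization: His-tagged BRCT (~35 kDa BRCA1 C-terminus, 250 nM) bound to 100 nM fluorescein-labeled phosphorylated 10-aa BACH1 peptide, pH 7.3 phosphate buffer with DTT and Tween 20. Compounds incubated 12 min at room temperature; inhibition read as lowered polarization.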
Rhodamine autofl: compound autofluorescence in rhodamine spectral region; Rhodamine-region fluorescence, 547/598 nm, Tris buffer; hits give high values; max dye-equivalent concentration, M; 0.05% of 59,000 active; in the data active means max dye-equivalent concentration above about 11 nM; inconclusive means between about 1.1 nM and that limit
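Read-out is relative fluorescence at 547 nm excitation and 598 nm emission, expressed as dye-equivalent concentration using rhodamine standards on every plate. Each compound was profiled across a concentration series after 15 min in 100 mM Tris, pH 8.0.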
Pol III holo inh: DNA polymerase III holoenzyme inhibition | reconstituted DNA polymerase III holoenzyme replication, biochemical | Potency, µM (doses to about 57.1 µM), for the others: at the top dose activity change, negative = inhibition | 0.25% of 71,000 active | AID 603; further: potency means the concentration at half of the fitted maximal effect; on the % scale 0 is the no-effect control and ±100 the full control effect
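Reconstituted *E. coli* holoenzyme (0.35 nM Pol III, 1 nM beta, 154 nM SSB, 2 nM primase) was preincubated with compound for 15 min at RT. Synthesis on 1.4 nM ssM13Gori ran 35 min, then was stopped with PicoGreen/EDTA and read as dsDNA fluorescence.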
HEK293 cAMP ctrl: parental HEK293 cAMP activation (counter-screen) | AID 938 | Potency, µM (series often up to 57.1 µM), inactives show at the top dose activation, actives largely listed as activators | 2.5% of 73,000 active | parental HEK293 CNG cAMP sensor, membrane potential fluorescence; further: potency means the concentration at half of the fitted maximal effect; % of control where 0% means no effect; nearly all actives have a fitted effect of over 55% in size
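Counterscreen for endogenous-receptor signalling: CNG-channel HEK 293 cells report cAMP rise by membrane depolarization. After 60 min dye equilibration with 100 uM RO 20-1724, compounds incubated 30 min before bottom-read fluorescence at 590 nm.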
Casp1 inh: caspase-1 (human) inhibition, allosteric or competitive; P29466; Caspase-1 enzyme, Ac-WEHD-AFC fluorogenic rate; Potency, µM (doses to about 57.5 µM), for the others: at the top dose activity change, negative = inhibition, usual class: inhibitors; 0.03% of 75,000 active;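 further: potency means the concentration at half of the fitted maximal effect; plate controls were vehicle for no effect and no substrate for full effect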
HADH2 inh: inhibitors of human HADH2 dehydrogenase; recombinant HADH2, NADH fluorescence, beta-hydroxybutyryl-CoA; Potency, µM (top dose mostly 57.1 µM), inactives show at the top dose activity change, negative = inhibition, usual class: inhibitors; 3.4% of 73,000 active; further: potency means the concentration at half of the fitted maximal effect; on the % scale 0 is the no-effect control and ±100 the full control effect; nearly all actives have a fitted effect of over 60% in size; many of its hits are not listed in these tables
Target sequence (Q99714 whole entry, looked up, one chain of several): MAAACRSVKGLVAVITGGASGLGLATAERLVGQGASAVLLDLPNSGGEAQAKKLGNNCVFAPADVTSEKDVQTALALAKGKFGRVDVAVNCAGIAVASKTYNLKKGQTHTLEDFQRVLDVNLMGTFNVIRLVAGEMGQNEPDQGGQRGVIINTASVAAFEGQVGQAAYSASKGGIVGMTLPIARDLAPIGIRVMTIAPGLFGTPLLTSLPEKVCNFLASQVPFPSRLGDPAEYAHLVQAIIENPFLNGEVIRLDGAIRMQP
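His-tagged recombinant enzyme from E. coli, 20 nM, preincubated 15 min RT with compound; reaction started with 1 mM NAD+ and 90 uM beta-hydroxybutyryl-CoA in 100 mM Tris-HCl pH 9.0. NADH fluorescence (ex 360/em 450) read over 4 min; last-minus-first difference.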
BRCT inh red: disrupts BRCA1 BRCT binding to phosphoprotein, red fluorophore readout; AID 892; P38398; Potency, µM (series often up to 76.9 µM), for inactives: at the top dose activity change, negative = inhibition, most hits filed as inhibitors; 0.03% of 75,000 active; BRCT-phosphopeptide binding, red fluorescence polarization; further: on the % scale 0 is the no-effect control and ±100 the full control effect
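Rhodamine-labelled pBACH1 10-mer (100 nM) bound to BRCT domain (100 nM) at pH 7.3; compounds incubated 12 min room temperature, polarization read. Free peptide defines full inhibition; unlabelled decapeptide titrated as control.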
USP2a inhib: inhibitors of human ubiquitin-specific protease USP2a | AID 927 | O75604 | USP2a enzymatic assay, qHTS inhibition | Potency, µM (series often up to 38.3 µM), inactives show top-dose activity change, negative = inhibition, actives largely listed as inhibitors | 0.1% of 60,000 active;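 further: potency means the concentration at half of the fitted maximal effect; nearly all actives have a fitted effect of over 60% in size; plate controls were DMSO for no effect and NEM full inhibition control for full effect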
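Coupled readout: USP2-cleaved Ub-PLA2 (20nM final) turns over NBD C6-HPC (20uM final), Ex 460nm/Em 535nm after 2.5 h, time-zero read flagging artifacts. Enzyme (20nM final, pH 8.0 Tris) given 30 min RT with compound first; NEM defines full inhibition.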
Tau filament bind: binds recombinant human tau filaments; 2% of 71,000 active; Potency, µM (series often up to 57.1 µM), inactives show at the top dose activity change, negative = inhibition; recombinant tau filaments, thioflavin S fluorescence, 15 h; filaments grown with octadecylsulfate alongside compound; P10636;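 further: potency means the concentration at half of the fitted maximal effect; on the % scale 0 is the no-effect control and ±100 the full control effect; actives lower thioflavin S fluorescence by blocking filaments or displacing dye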
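His-tagged recombinant human tau (exons 2, 3 and 10 included), 1 uM, was induced to fibrillize by 30 uM sodium octadecylsulfate with compound present. After 15 h at 37 C, thioflavine S fluorescence (ex 450, em 510 nm) was read.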
Caspase-7 inhib: blocks human caspase-7 allosterically or competitively. P55210. recombinant caspase-7, Ac-DEVD-AFC fluorescence rate. Potency, µM (series often up to 57.5 µM), for the others: at the highest dose activity change, negative = inhibition, actives largely listed as inhibitors. 0.02% of 75,000 active; active means well fitted inhibition curve with a large enough effect in the main read-out, with a control signal flat, not every such curve was filed as active; inconclusive means small, poorly fitted or top-dose-only effect, or a change in a side signal; further: potency means the concentration at half of the fitted maximal effect; % of control where 0% means no effect
Starred values were filed as active, the others as inactive; i = inactive; ? = inconclusive; . = not tested or not shown; [ ] = dose if it differs, or a comment. Unless noted, the call rests on the fitted dose curve; in most records, active means well fitted curve in the direction sought with a large enough effect; inconclusive means small, poorly fitted or top-dose-only effect, or another doubt; inactive means no such curve, though single readings can be large; an effect the other way counts as inactive or inconclusive.

canonical_smiles | ALOX15 inhib | BRCT inh green | Rhodamine autofl | Pol III holo inh | HEK293 cAMP ctrl | Casp1 inh | HADH2 inh | BRCT inh red | USP2a inhib | Tau filament bind | Caspase-7 inhib
Brc1ccc(-c2nc(-c3cccnc3)no2)o1 | 0.3% | -0.1% | i | -8.2% | -0.6% | -1.2% | 45.1%[activator] | 0.3% | 5.3% | -9.4% | 1.4%
CN1CCN(c2ccc(NC(=O)c3ccccc3Br)cc2)CC1 | 12.1% | -1.8% | i | -1.2% | -8.9% | -0.4% | 15.2% | 0.9% | -6.5% | -14.3% | 1.6%
O=C1COc2ccc(C(=O)CSc3nnc(Cc4cccs4)n3-c3ccccc3)cc2N1 | -2.8% | -0.2% | i | 2.8% | ? | -3.6% | -8.3% | 0.3% | 31.3%[activator] | 0.3% | -4.5%
CCCCN1C(=O)c2ccc(C(=O)NC3=NCCS3)cc2C1=O | -1.9% | -1.1% | i | 2.1% | -3.9% | -0.3% | 0.0% | 0.2% | 30.4%[activator] | -7.0% | -3.4%
Nc1nc(-c2ccc(Cl)cc2)cc(C(F)(F)F)n1 | -4.7% | -1.8% | i | -12.3% | 6.6% | 1.2% | 2.1% | -0.7% | -4.3% | -7.1% | -2.2%
O=C1c2cccnc2-c2ncccc21 | 4.2% | -1.9% | i | 3.9% | 2.8% | 0.6% | 3.7% | 3.5% | 0.4% | -5.8% | 0.3%
O=C(CCN1c2ccccc2Sc2ccccc21)OCc1nnc(-c2ccccc2)o1 | ? | 0.6% | i | -9.1% | 28.5% | -1.0% | -2.7% | -2.3% | 6.8% | -29.0% | .
NC(=O)c1ccccc1NC(=O)CS(=O)(=O)Cc1ccccc1 | -9.2% | 0.1% | i | -0.8% | 11.6% | -1.8% | -3.4% | -3.2% | -2.8% | 16.0% | 0.6%
CC1=C(/C=C/C(C)=C/C=C/C(C)=C/C(=O)Nc2ccc(O)cc2)C(C)(C)CCC1 | ? | -4.5% | . | -9.9% | -15.4% | -6.3% | ? | 1.8% | 22.1% | 3.16µM* | -3.1%
Cc1cccc(Cc2nnc(NC(=O)c3cccc(S(=O)(=O)N4CCOCC4)c3)s2)c1 | 3.3% | -1.4% | . | . | -11.3% | -0.5% | 3.2% | 0.1% | . | . | -2.5%
COc1nonc1NCn1nc(C)cc1C | 10.6% | -2.2% | i | -6.2% | -5.4% | 2.3% | 1.4% | 0.9% | 6.6% | -13.7% | -0.7%
CCOC(=O)c1oc2nc(C(C)C)c3c(c2c1N)CCC3 | -2.6% | -3.7% | i | -3.3% | 9.9% | -0.1% | 8.2% | -0.6% | -1.3% | 7.5% | 1.7%
CS(=O)(=O)N1CCCC(C(=O)NCc2ccccn2)C1 (stereo not drawn) | 14.9% | -0.7% | i | 0.1% | 0.9% | -1.5% | 7.5% | 0.7% | 2.5% | 1.2% | 0.5%
COC(=O)c1ccccc1NC(=O)COC(=O)c1cccnc1 | 7.6% | 0.5% | i | -4.5% | 12.2% | -1.9% | 8.5% | 2.2% | -2.1% | -3.4% | 1.9%
COc1ccc(OC)c(C(c2nnnn2C(C)(C)C)N2CCc3ccccc3C2)c1 (stereo not drawn) | -13.6% | -0.7% | i | 8.8% | ? | -2.4% | -1.0% | 0.1% | 1.8% | -4.4% | -1.5%
Cc1ccccc1-c1nc(CN2CCC(C(=O)NCCCN3CCOCC3)CC2)c(C)o1 | 6.6% | -1.0% | i | -1.4% | 26.6% | -0.2% | 15.4% | 0.1% | -2.8% | -21.1% | 1.3%
Cc1nc(N2CCN(c3ccccc3)CC2)nc2c1C(=O)CC(C)C2 (stereo not drawn) | 14.3% | -1.9% | i | 2.5% | 22.1% | -2.7% | 1.2% | 0.0% | 5.8% | 2.0% | -0.3%
FC(F)(F)c1cc(CN2CC[C@@]3(CCCNC3)C2)cc(C(F)(F)F)c1 | -6.8% | -3.7% | i | 0.1% | 0.9% | -3.6% | 1.1% | -2.4% | 13.0% | 4.7% | -2.5%
O=C(NC1CC2CCCC(C1)N2Cc1ccco1)NC12CC3CC(CC(C3)C1)C2 (stereo not drawn) | -5.3% | -1.3% | i | -3.1% | 10.9% | -0.8% | 13.7% | 0.8% | 17.6% | -12.4% | -0.6%
COc1cccc(Cn2c(=O)c(CCc3ccccc3)nc3cnc(N4CCOCC4)nc32)c1 | -25.1% | -0.2% | i | -7.0% | 25.5% | -10.8% | 4.9% | -0.4% | 27.0% | 16.4% | -13.5%
CC(C)CCn1c(SCCN2CCOCC2)nc2c1c(=O)[nH]c(=O)n2C | 4.2% | -2.1% | i | -4.4% | -1.0% | -0.2% | -10.3% | 0.1% | 4.2% | -14.1% | -0.2%
COc1cc(C)c(N(C(C)=O)c2ccccc2)c(C)c1 | 2.1% | 1.2% | . | 0.9% | ? | -1.0% | 6.9% | -0.9% | 1.0% | -0.6% | -1.0%
O=C(CSc1ncc(-c2ccccc2)nn1)NCc1ccco1 | -8.7% | -3.4% | i | -10.5% | 16.8% | -0.3% | -16.7% | -1.2% | 0.3% | 4.3% | -1.2%
COc1ccc(Cl)cc1N1C(=O)C2CCCN2C1c1ccc(F)cc1 (stereo not drawn) | -0.6% | -1.5% | . | -3.1% | 7.1% | -3.3% | 0.0% | -0.1% | . | -14.8% | -0.3%
COC(=O)CSc1nnc(-c2ccc(NS(=O)(=O)c3ccccc3)cc2)o1 | -1.4% | -2.9% | i | -6.1% | -25.6% | -1.0% | -15.1% | 0.2% | 7.2% | -8.4% | -0.7%
CCOC(=O)Cc1csc(NC(=O)c2cnc3scc(C)n3c2=O)n1 | 5.6% | -3.0% | i | -1.8% | -4.9% | -0.4% | 1.3% | 0.5% | -0.5% | 2.5% | 1.4%
CCOC(=O)C1C(C#N)=C(N)OC(C)=C1c1ccncc1 (stereo not drawn) | -16.2% | -2.9% | i | -2.8% | -2.4% | -3.5% | -2.1% | -1.0% | -5.6% | 8.5% | -3.0%
CCN(CC)CCCNC(=O)Cn1cc2c(n1)CCC(C)C2 (stereo not drawn) | 7.1% | -1.5% | . | -0.7% | -3.6% | -0.6% | 0.5% | -1.2% | . | -7.6% | -1.7%
O=C(O)c1cc(C(=O)O)c(-c2ccccc2)c(C(=O)O)c1 | -5.1%[11.4 µM] | 0.0% | . | 0.0%[11.4 µM] | -2.9%[11.4 µM] | 0.7% | 8.6%[11.4 µM] | -1.1% | -2.1%[7.66 µM] | 9.8%[11.4 µM] | 1.4%
O=C(CCNC(=O)Cn1ccc2ccccc2c1=O)NCCN1CCc2ccccc2C1 | 3.5% | -2.2% | i | -0.3% | 1.3% | 0.4% | -1.9% | -2.8% | 9.2% | 0.3% | -1.6%
COCCCNC(=O)CCNS(=O)(=O)c1ccc(C)cc1 | 4.7% | -1.5% | i | -1.6% | -0.4% | 3.5% | 1.2% | -0.1% | -6.3% | 7.0% | 0.2%
CCOC(=O)N1CCN(C(=O)C2CCN(S(=O)(=O)CC)CC2)CC1 | -0.8% | -1.2% | i | 0.8% | 11.4% | 1.5% | -1.5% | 0.4% | 1.2% | -22.8% | 1.6%
CCn1cc(C(=O)NCc2cccnc2)c2cc(OC)c(OC)cc2c1=O | 1.0% | 0.2% | i | -3.9% | 2.8% | -0.7% | 0.2% | -1.6% | -5.7% | -5.3% | -1.2%
C=CCc1ccccc1OCCn1ccnc1 | 5.6% | 0.0% | i | -3.4% | 9.4% | -0.9% | 1.1% | 0.4% | -5.9% | -5.3% | 1.5%
COC(=O)[C@@]1(Cc2ccccc2)[C@H]2c3cc(C(=O)N(C)C)n(Cc4ccsc4Br)c3C[C@H]2CN1C(=O)c1ccccc1 | . | 3.6% | . | 9.7% | 3.16µM* | -4.3% | 7.9% | 0.2% | . | 16.7% | -16.7%
CCc1cccc(OCC(=O)Nc2ccc(S(=O)(=O)Nc3onc(C)c3C)cc2)c1 | 0.4% | -0.4% | . | 3.9% | 5.0% | -0.8% | ? | -0.7% | . | -11.6% | -1.6%
CC(=O)c1cn(CC(=O)Nc2ccccc2)c2ccccc12 | -8.8% | -2.1% | i | -0.9% | 10.0% | 1.2% | 4.6% | 0.0% | -4.3% | 5.3% | 0.5%
O=C(c1ccncc1)N1CCC[C@@]2(CCN(c3cccc(-c4ccccc4)c3)C2)C1 | ? | -0.8% | i | -4.6% | 14.2% | -4.3% | 4.4% | -0.7% | 144.6%[activator] | 1.4% | -6.3%
COc1ccc(S(=O)(=O)N2CCCC(C(=O)N3CCOCC3)C2)cc1C (stereo not drawn) | -2.6% | -1.0% | i | 0.9% | 20.9% | -1.0% | 1.4% | -1.7% | -0.7% | 9.1% | -0.2%

This is a subset, so the mix of outcomes need not match the whole.
